Assay outcomes from PubChem BioAssay.
CBFb-RUNX1 inh = inhibitors of human CBF-beta and RUNX1 interaction | Potency, µM (top dose mostly 59.8 µM), for the others: at the highest dose activity, negative = inhibition, hits mostly inhibitors | 230,000 tested, under 10 active | AlphaScreen CBFb-His/RUNX1-biotin binding, biochemical; further: % of control where 0% means no effect
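Interaction loss through any mechanism counts as activity. Pre-formed complex of His-CBF-beta and biotin-RUNX1 (30 nM apiece) is incubated with compound 15 min, then with 50 ng nickel and 50 ng streptavidin beads for 90 min before AlphaScreen detection.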
IMPase Li inh = cell-permeable IMPase inhibitors with lithium potentiation; CHO-M1 cells, IP1 TR-FRET (IP-One), carbachol + lithium; Potency, µM (titrated, usually from 59.4 µM), inactives show at the top dose activity, negative = IMPase inhibition, actives largely listed as inhibitors; 210,000 compounds, 0.35% hits;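 further: IP1 builds up when IMPase is blocked and the TR-FRET signal falls; potency means the concentration at half of the fitted maximal effect; plate controls were basal vehicle for no effect and high inhibitor control for full effect; nearly all actives have a fitted effect of over 50% in size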
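Test compounds were applied to CHO-M1 cells previously cultured for 16–30 h at 2000 per well. A small lithium amount accompanied them; after 30 min at 37C, IP1 was quantified by TR-FRET.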
Epigenetic reg = epigenetic control regulation, reporter derepression. murine LDR cells, GFP reporter derepression, 30 h. Potency, µM (top dose mostly 53.9 µM), for the others: top-dose GFP activation, usual class: activators. 280,000 compounds, 0.2% hits. AID 1865; further: potency means the concentration at half of the fitted maximal effect; % of control where 0% means no effect; nearly all actives have a fitted effect of over 60% in size
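GFP-positive cell count by laser-scanning cytometry (objects 20–120 um) after 30 h, 37 C compound exposure of murine LDR cells; reporter is CMV-GFP integrated at a silenced locus, inducible by HDAC or DNMT inhibitors.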
NPSR antag = neuropeptide S receptor (human) antagonism, cAMP | CHO-NPSR cells, cAMP TR-FRET, antagonist mode | Potency, µM (highest dose often 38.3 µM), for the others: top-dose activity change, negative = inhibition, most hits filed as inhibitors | 220,000 compounds, 1% hits; further: potency means the concentration at half of the fitted maximal effect; on the % scale 0 is the no-effect control and ±100 the full control effect; nearly all actives have a fitted effect of over 50% in size; many of its hits are not listed in these tables
Target sequence (Q6W5P4 whole entry, looked up): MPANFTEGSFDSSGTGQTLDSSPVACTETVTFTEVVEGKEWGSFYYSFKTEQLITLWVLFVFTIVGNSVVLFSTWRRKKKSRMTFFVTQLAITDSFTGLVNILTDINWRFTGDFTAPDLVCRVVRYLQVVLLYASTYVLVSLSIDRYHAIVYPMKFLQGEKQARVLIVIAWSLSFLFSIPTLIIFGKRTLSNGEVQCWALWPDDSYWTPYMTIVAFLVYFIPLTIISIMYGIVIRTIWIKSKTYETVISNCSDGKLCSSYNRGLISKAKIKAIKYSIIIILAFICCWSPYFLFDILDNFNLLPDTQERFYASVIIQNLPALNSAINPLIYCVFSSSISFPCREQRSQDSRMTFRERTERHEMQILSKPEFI
Luc counter = blocks Kinase-Glo luciferase, a counter-screen artifact; 200,000 compounds, 0.28% hits; Potency, µM (series often up to 38.3 µM), without a hit: at the top dose activity change, negative = inhibition, actives largely listed as inhibitors; Kinase-Glo luciferase, ATP luminescence, 8 min; Q27757; AID 1379; further: potency means the concentration at half of the fitted maximal effect; on the % scale 0 is the no-effect control and ±100 the full control effect; nearly all actives have a fitted effect of over 60% in size
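Light output from Kinase-Glo luciferase with luciferin and 10 uM ATP in 50 mM imidazole pH 7.2, KCl, MgCl2, Tween 20, BSA; compound pin-delivered, 8-min ambient incubation, then luminescence read.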
GLA spleen mod = inhibits or activates alpha-galactosidase in human spleen homogenate; P06280; human spleen homogenate, 4MU-alpha-Gal fluorescence, 40 min; Potency, µM (titrated, usually from 80 µM), for inactives: top-dose activity change, negative = inhibition, usual class: inhibitors; 240,000 compounds, 0.008% hits; AID 2107;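 further: potency means the concentration at half of the fitted maximal effect; 0% = enzyme with vehicle and -100% = no enzyme basal signal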
Target sequence (P06280 32-429 limits assumed): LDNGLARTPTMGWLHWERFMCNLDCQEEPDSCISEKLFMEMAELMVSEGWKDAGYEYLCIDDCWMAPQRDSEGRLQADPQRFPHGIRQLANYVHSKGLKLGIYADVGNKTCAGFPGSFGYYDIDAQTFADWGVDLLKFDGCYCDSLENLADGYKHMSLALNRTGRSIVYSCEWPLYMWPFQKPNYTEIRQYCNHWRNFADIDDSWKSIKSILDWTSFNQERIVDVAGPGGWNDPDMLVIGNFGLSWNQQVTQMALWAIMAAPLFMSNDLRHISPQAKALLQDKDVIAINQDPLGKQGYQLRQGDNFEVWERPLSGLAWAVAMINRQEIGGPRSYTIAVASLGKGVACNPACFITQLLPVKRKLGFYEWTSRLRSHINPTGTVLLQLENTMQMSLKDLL
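Inhibition or activation of alpha-galactosidase in human spleen homogenate is scored by 4-MU fluorescence after 40 min at 37C, pH 5.0, with 1 mM substrate. AC50s come from concentration-response fitted to the Hill equation.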
Lamin A splicing = LMNA splicing modulation | Potency, µM (titrated, usually from 46.1 µM), without a hit: at the top dose ratio change, negative = inhibition, usual class: inhibitors | HeLa LMNA splicing GFP/RFP minigene ratio, 48 h | AID 1487 | 200,000 compounds, 0.01% hits; active means well fitted inhibition curve with a large enough effect in the signal ratio, with a control signal flat, not every such curve was filed as active; inconclusive means small, poorly fitted or top-dose-only effect, or effect the other way, or a change in a side signal; the % refers to the signal ratio; further: potency means the concentration at half of the fitted maximal effect; on the % scale 0 is the no-effect control and ±100 the full control effect
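S3 HeLa cells stably expressing lamin A-EGFP splicing minigene plus DsRed2, 600 cells/well, 48 h compound exposure at 37C. Laser-scanning cytometry; analysed as GFP (500-530 nm)/RFP (575-640 nm) total intensity ratio; 0.5% DMSO vehicle.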
* hit, by the source's call; ? = inconclusive; / = not tested or not shown; [ ] = another dose, or the depositor's remark. Unless noted, the call rests on the fitted dose curve; in most records, active means well fitted curve in the direction sought with a large enough effect; inconclusive means small, poorly fitted or top-dose-only effect, or another doubt; inactive means no such curve, though single readings can be large; an effect the other way counts as inactive or inconclusive. Only part of the results is shown (hit frequency here may not be typical).

SMILES | CBFb-RUNX1 inh | IMPase Li inh | Epigenetic reg | NPSR antag | Luc counter | GLA spleen mod | Lamin A splicing
COc1ccc(C(=O)Nc2ccc(Cl)cc2C(=O)N2CCCC(C)C2)cc1OC (stereo not given) | -7% | 21% | -1.0% | -7% | 1% | -5% | -7%
CCn1cc(/C=C(/C#N)S(=O)(=O)c2ccccc2)cn1 | ? | 25%[38.3 µM] | -1.9% | -7%[46.1 µM] | 3% | -7% | 5%
CN1C(=O)C2(N=c3ccccc3=N2)c2ccccc21 | 0% | 10%[38.3 µM] | -0.8% | 8%[7.67 µM] | -1% | -4% | ?
C/C(=N\Nc1nc(N)cc(Cl)n1)c1cccc(N)c1 | ? | -4% | -1.9% | 10% | -2% | -8% | ?
CCOC(=O)C1=C(C)NC2=C(C(=O)CCC2)C1c1cn(Cc2ccc(Cl)cc2Cl)nc1-c1ccccc1 (stereo not given) | 6% | 11%[38.3 µM] | 2.7% | ? | 0% | 3% | 2%
CCN(CC(=O)Nc1ccc(OC)cc1)CC(=O)Nc1ccc(Br)cc1F | 2% | 15% | 0.0% | -8% | 2% | -19% | /
CCOC(=O)C(NC(=O)c1ccccc1)(Nc1cccc(C)n1)C(F)(F)F (stereo not given) | -4% | -1% | 1.4% | -12% | -4% | 5% | /
CC1(C)CC2CC(C)(CN2Cc2c(O)ccc3ccccc23)C1 (stereo not given) | 2% | 11% | 1.1% | -40% | 1% | 21% | /
CC(Oc1ccccc1)C(=O)N1CCN=C1SCc1ccccc1 (stereo not given) | ? | 11% | -1.3% | -21% | 3% | 3% | 11%[46 µM]
O=C(NC(=S)N1CCN(c2ccc(Cl)cc2[N+](=O)[O-])CC1)c1cccs1 | 1% | 11% | -2.2% | -41% | 6% | -1% | ?
O=C(NCCOc1nc(N2CCOCC2)nc(N2CCOCC2)n1)Nc1ccccc1 | -14% | -23%[38.3 µM] | -0.8% | 0%[46.1 µM] | -5% | -11% | -4%
COc1cccc(-c2cc(C(=O)N3CC4(C)CC3CC(C)(C)C4)no2)c1 (stereo not given) | 4% | 0%[38.3 µM] | -1.1% | -30%[46.1 µM] | 6% | -3% | ?
CCC(CC)C(=O)Nc1nc(-c2ccc3c(c2)CCN3C(=O)C2CC2)c(C)s1 | -3% | 6%[38.3 µM] | 0.1% | ? | -1% | 0% | -9%
CCOC(=O)c1[nH]c2ccc(F)cc2c1N=C(C)N(CC)CC | 5% | 12%[38.3 µM] | -1.0% | -4%[46.1 µM] | -1% | 0% | -8%
COC(=O)C1=C(O)/C(=C\c2cc(C)n(-c3ccccc3F)c2C)N=C1C | -21% | 45%[activator] | 2.1% | -24% | -1% | -17% | /
COc1ccc(C(=O)NNC(=O)Cc2ccc(-c3ccccc3)cc2)cc1OC | -9% | -2%[38.3 µM] | 0.9% | 6%[46.1 µM] | -1% | 2% | 8%
CC1=NN(C(=O)Cc2ccc(C)cc2)C(O)(c2cccnc2)C1 (stereo not given) | 5% | 27%[38.3 µM] | 1.8% | -11%[46.1 µM] | 17% | -5% | 6%
Cn1c(=O)c2c(nc(NCc3ccccc3)n2CCCc2ccccc2)n(C)c1=O | 4% | 5%[38.3 µM] | -0.8% | -22%[46.1 µM] | -1% | 6% | ?
COc1ccc(C(=O)OCc2csc(C)n2)c(O)c1 | -2% | 5% | 0.6% | 5% | 1% | 3% | /
COCC(=O)N1CCC2(CC1)CN(Cc1nccs1)C2 | / | 18% | / | / | -9% | 4% | /
CC(O)CNCCOc1ccccc1OCc1ccccc1 (stereo not given) | 10% | 4% | 0.1% | -15% | 0% | -6% | /
O=C(NCC1CCCO1)C(c1ccncc1)N(Cc1cccs1)C(=O)Cn1nnc(-c2ccc(F)cc2)n1 (stereo not given) | 8% | 11% | -0.1% | -10% | 0% | -2% | ?
CC(=O)OC(C(=O)NCc1ccc2c(c1)OCO2)c1ccccc1Cl (stereo not given) | -3% | 6%[38.3 µM] | 12% | -11%[46.1 µM] | 2% | -1% | 7%
CC(=O)n1cc([C@H]2C=C(C(=O)O)O[C@@H](OCCCCO)C2)c2ccccc21 | 9% | -2% | 3.0% | -10% | / | -17% | /
COC(=O)c1sccc1NC(=O)c1c(C)noc1C | 7% | ? | 0.9% | 14%[46.1 µM] | 9% | 1% | -4%
O=C(CSc1nnc(-c2ccc(OC(F)F)cc2)o1)N1CCOCC1 | 0% | -2%[38.3 µM] | -0.2% | -2%[46.1 µM] | -1% | 8% | ?
Cc1cc(C2=NNC(=NC3CC3)SC2)c(C)n1-c1ccccc1 | -29% | 12% | 0.0% | -19%[46.1 µM] | ? | -7% | ?
C/C(=N\NC(=O)c1cccs1)c1ccc2c(c1)OCO2 | -3% | 2% | -0.2% | -1% | -1% | -8% | -2%[46 µM]
Cc1ccccc1NC1=C/C(=N\S(=O)(=O)c2cccs2)c2ccccc2C1=O | / | 52%[activator][38.3 µM] | 1.1% | 3.2µM* | -13% | -3% | ?
N#Cc1c(Cl)cccc1-n1ccnc1 | -6% | -14%[38.3 µM] | -2.6% | -3%[46.1 µM] | -5% | -15% | -4%
CCOC(=O)c1c(SC)nc(SC)c2c1CCC2 | 8% | 4%[38.3 µM] | 3.2% | -3%[46.1 µM] | -2% | 10% | 16%
CC(=O)c1cccc(OCC(=O)N2CCN(c3ccc(C(F)(F)F)cn3)CC2)c1 | -12% | 23% | 2.2% | 1% | 0% | 1% | /
N#Cc1ccccc1Cn1c(=O)n(C2CCCC2)c(=O)c2ccccc21 | 0% | 39%[activator][38.3 µM] | -6.9% | ? | 2% | 13% | 13%
CCNC(=O)CSc1nnc(-c2cc(-c3ccc(Cl)cc3)nc3ccccc23)o1 | -4% | 11% | 0.0% | -11%[46.1 µM] | -2% | -8% | 6%
Cc1ccc(-n2c(N)c(-c3nc4ccccc4n3C)sc2=S)cc1 | -2% | 31%[38.3 µM] | ? | -19%[46.1 µM] | -5% | 1% | -15%
CC(CNC(=O)c1ccc(N)cc1)NC(=O)c1ccc(N)cc1 (stereo not given) | 6% | 0% | -3.5% | 10% | 0% | -1% | -5%[46 µM]
O=C(CCCCn1c(=O)c2ccccc2n(CC(=O)Nc2cccc(F)c2)c1=O)NCc1ccco1 | 2% | 3%[38.3 µM] | 3.1% | -25%[46.1 µM] | 6% | -11% | 8%
COc1ccc(-c2cc(C(=O)OCC(=O)Nc3ccc4c(c3)OCO4)c3ccccc3n2)cc1 | -2% | -3% | 3.3% | -11% | 0% | 29% | -2%
COc1ccc(CCNC(=O)C(=O)NCC2OCCN2S(=O)(=O)c2ccc(Br)cc2)cc1 (stereo not given) | 4% | 13% | 8.2% | 17% | -6% | 1% | ?
CCOc1ccc(C(=O)N(Cc2ccc(N(C)C)cc2)C2CCS(=O)(=O)C2)cc1 (stereo not given) | -6% | 25%[38.3 µM] | -1.1% | -16%[46.1 µM] | -1% | 15% | 4%

Exported as tab-separated lines: entries from further up
smiles	CBFb-RUNX1 inh	IMPase Li inh	Epigenetic reg	NPSR antag	Luc counter	GLA spleen mod	Lamin A splicing
COc1ccc(C(=O)OCc2csc(C)n2)c(O)c1	-2%	5%	0.6%	5%	1%	3%	/
COCC(=O)N1CCC2(CC1)CN(Cc1nccs1)C2	/	18%	/	/	-9%	4%	/
CC(O)CNCCOc1ccccc1OCc1ccccc1 (stereo not given)	10%	4%	0.1%	-15%	0%	-6%	/
O=C(NCC1CCCO1)C(c1ccncc1)N(Cc1cccs1)C(=O)Cn1nnc(-c2ccc(F)cc2)n1 (stereo not given)	8%	11%	-0.1%	-10%	0%	-2%	?

Other compounds:
SMILES | CBFb-RUNX1 inh | IMPase Li inh | Epigenetic reg | NPSR antag | Luc counter | GLA spleen mod | Lamin A splicing
O=C(Nc1ccccc1C(=O)N1CCOCC1)c1cccnc1 | 2% | 20%[38.3 µM] | 0.0% | -5%[46.1 µM] | -6% | -1% | 0%
CC1(C)Oc2ccc3ccc(=O)oc3c2/C(=C/NC2CCCCC2)C1=O | -9% | 24% | -1.2% | ? | -1% | -3% | -12%
CCOC(=O)N1CCN(C(=O)c2nn(-c3ccc(C)cc3)c(=O)c3c2c2ccccc2n3C)CC1 | 7% | 16%[38.3 µM] | 0.0% | -3%[46.1 µM] | -3% | 17% | -9%
Cc1[nH]c2ccc(-c3nnc(SCC(=O)N4CCCc5ccccc54)o3)cc2c1C | 4% | -21%[38.3 µM] | -0.1% | ? | 0% | 4% | 3%
CNc1ccc(S(=O)(=O)NC)cc1[N+](=O)[O-] | 15% | -1% | -2.6% | 9% | 5% | -1% | -17%[46 µM]
Cc1nc2c(=O)n(-c3ccc(F)c(Cl)c3)nc(C)c2s1 | 1% | / | -0.3% | 3% | / | -4% | /
CCCn1c(-c2ccc(F)cc2)nc2c(NCCN(C)C)nc(C)nc21 | 13% | -5% | 0.3% | / | -2% | -1% | /
C/C(=N\NC(=O)CSc1nc(C)cc(C)n1)c1ccc([N+](=O)[O-])cc1 | 6% | / | 0.0% | 20% | / | -4% | 23%[46 µM]
CCCCNc1ccc2nsnc2c1[N+](=O)[O-] | -1% | 7% | -1.0% | -4% | -1% | 4% | -13%
O=C1/C(=C/c2ccsc2)N2CCC1CC2 | 9% | / | -1.0% | -10% | / | 5% | /

Entries of single compounds, quoted from the list:
`Cc1[nH]c2ccc(-c3nnc(SCC(=O)N4CCCc5ccccc54)o3)cc2c1C` in the list: CBFb-RUNX1 inh: 4%; IMPase Li inh: -21%[38.3 µM]; Epigenetic reg: -0.1%; NPSR antag: ?; Luc counter: 0%; GLA spleen mod: 4%; Lamin A splicing: 3%
`CNc1ccc(S(=O)(=O)NC)cc1[N+](=O)[O-]` in the list: CBFb-RUNX1 inh: 15%; IMPase Li inh: -1%; Epigenetic reg: -2.6%; NPSR antag: 9%; Luc counter: 5%; GLA spleen mod: -1%; Lamin A splicing: -17%[46 µM]
`Cc1nc2c(=O)n(-c3ccc(F)c(Cl)c3)nc(C)c2s1` in the list: CBFb-RUNX1 inh: 1%; IMPase Li inh: /; Epigenetic reg: -0.3%; NPSR antag: 3%; Luc counter: /; GLA spleen mod: -4%; Lamin A splicing: /
